LmPK inhibitor – qHTS Assay for Inhibitors of Leishmania Mexicana Pyruvate Kinase (LmPK). actives 0.37% (n = 290,000). purified LmPK, Kinase-Glo ATP luminescence, 1 h. AID 1721, 2009. Q27686. Potency, µM (series often up to 57.5 µM), inactives show at the highest dose activity change, negative = inhibition, most hits filed as inhibitors; further: potency means the concentration at half of the fitted maximal effect; on the % scale 0 is the no-effect control and ±100 the full control effect
Target sequence (Q27686 whole entry, looked up): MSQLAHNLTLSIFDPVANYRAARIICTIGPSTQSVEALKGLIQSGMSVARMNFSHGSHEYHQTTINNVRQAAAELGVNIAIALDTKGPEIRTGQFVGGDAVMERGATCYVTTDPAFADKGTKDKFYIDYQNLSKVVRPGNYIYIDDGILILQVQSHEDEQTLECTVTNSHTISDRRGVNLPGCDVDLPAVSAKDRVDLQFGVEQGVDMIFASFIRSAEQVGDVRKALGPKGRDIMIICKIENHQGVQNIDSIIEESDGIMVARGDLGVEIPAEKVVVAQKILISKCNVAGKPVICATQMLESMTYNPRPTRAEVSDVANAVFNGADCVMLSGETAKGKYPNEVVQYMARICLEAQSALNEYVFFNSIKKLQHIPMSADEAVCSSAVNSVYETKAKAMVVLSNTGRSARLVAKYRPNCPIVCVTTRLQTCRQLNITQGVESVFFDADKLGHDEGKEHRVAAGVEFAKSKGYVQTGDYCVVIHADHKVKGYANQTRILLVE
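In 50 mM imidazole pH 7.2 with 7 mM MgCl2, LmPK (0.1 nM) turned over PEP (0.5 mM) and ADP (0.1 mM) for 1 h at room temperature. Luciferase read-out of ATP.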
Pf growth 96h – Primary qHTS for delayed death inhibitors of the malarial parasite plastid, 96 hour incubation. P. falciparum luciferase reporter growth, 96 h. actives 6.9% (n = 320,000). Potency, µM (highest dose often 28.7 µM), for inactives: top-dose activity change, negative = inhibition, hits mostly inhibitors. AID 504834, 2011; further: potency means the concentration at half of the fitted maximal effect; on the % scale 0 is the no-effect control and ±100 the full control effect
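Compounds incubated with erythrocytes infected by luciferase-expressing P. falciparum (2% hematocrit, 0.05% parasitemia final) for 96 hours, 37 C in 5% CO2. Growth inhibition scored as decreased luciferase luminescence.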
Pf growth 48h – Primary qHTS for delayed death inhibitors of the malarial parasite plastid, 48 hour incubation; P. falciparum luciferase growth in erythrocytes, 48 h; Potency, µM (titrated, usually from 28.7 µM), inactives show at the top dose activity change, negative = inhibition, actives largely listed as inhibitors; actives 5.9% (n = 310,000); AID 504832, 2011; further: potency means the concentration at half of the fitted maximal effect; on the % scale 0 is the no-effect control and ±100 the full control effect
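Parasite viability was followed by luminescence of a genomically integrated firefly luciferase. Cultures held 0.1% parasitemia at 2% hematocrit (final), incubated under 5% CO2 at 37 C.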
Cycloheximide cs – Cycloheximide Counterscreen for Small Molecule Inhibitors of Shiga Toxin; actives 12% (n = 300,000); cell reporter, cycloheximide protein synthesis inhibition counterscreen; max response, %; in the data active means max response mostly above about 13%, no sharp cut-off; inactive means mostly below about 14%; further: read at 38.3 µM for the half of the compounds with a filed dose; 0% is about no effect
Tb PYK inh – qHTS of Trypanosoma Brucei Inhibitors | TbPYK enzyme, Kinase-Glo Plus ATP luminescence, 45 min | actives 0.12% (n = 410,000) | Potency, µM (doses to about 76.8 µM), for the others: at the highest dose activity, negative = inhibition, most hits filed as inhibitors | pyruvate kinase (Trypanosoma brucei), Q57TT1; further: potency means the concentration at half of the fitted maximal effect; on the % scale 0 is the no-effect control and ±100 the full control effect; nearly all actives have a fitted effect of over 50% in size
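Activity of T. brucei pyruvate kinase was followed by Kinase-Glo Plus luminescence after the enzyme reacted 45 min at room temperature with 130 uM ADP (final) and substrate. Test compounds were added before ADP at multiple concentrations.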
AmpC no deterg – qHTS Inhibitors of AmpC Beta-Lactamase (assay without detergent); actives 0.52% (n = 330,000); AmpC nitrocefin hydrolysis, absorbance 480 nm, 0.0001% Triton; Potency, µM (doses to about 57.1 µM), for the others: top-dose activity change, negative = inhibition, most hits filed as inhibitors;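 further: potency means the concentration at half of the fitted maximal effect; plate controls were no compound for no effect and no enzyme for full effect; nearly all actives have a fitted effect of over 20% in size; some results filed as inactive show a strong effect at the top dose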
Target sequence (P00811 whole entry, looked up): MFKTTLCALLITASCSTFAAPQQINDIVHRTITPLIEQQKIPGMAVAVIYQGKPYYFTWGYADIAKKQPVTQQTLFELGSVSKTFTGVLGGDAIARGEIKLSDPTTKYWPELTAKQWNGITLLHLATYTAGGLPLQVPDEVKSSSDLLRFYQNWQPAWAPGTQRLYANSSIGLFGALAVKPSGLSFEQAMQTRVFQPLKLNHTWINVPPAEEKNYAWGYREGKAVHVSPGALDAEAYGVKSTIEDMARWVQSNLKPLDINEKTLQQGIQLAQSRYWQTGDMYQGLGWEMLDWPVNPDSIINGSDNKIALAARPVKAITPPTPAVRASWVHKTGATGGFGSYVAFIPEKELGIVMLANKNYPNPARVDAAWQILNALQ
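AmpC (5.3 nM in the dispensed reagent) in 20 mM phosphate pH 7.0 with 0.01% (detergent screen) or 0.0001% Triton X-100 was preincubated with compounds for 15 min at room temperature. Nitrocefin was then added from an 800 uM solution, and hydrolysis was followed at 480 nm.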
Shiga inhibitor – A qHTS for Small Molecule Inhibitors of Shiga Toxin | inhibition, % at 38.7 µM | Vero cells, Shiga toxin protein synthesis inhibition reporter | actives 9.2% (n = 290,000); in the data active means inhibition mostly above about 28%, no sharp cut-off; inactive means mostly below about 43%; further: 0% is about no effect
* hit, by the source's call; i = inactive; u = inconclusive; x = no result given; & = joins results of further samples; [ ] = another dose, or the depositor's remark. Unless noted, the call rests on the fitted dose curve; in most records, active means well fitted curve in the direction sought with a large enough effect; inconclusive means small, poorly fitted or top-dose-only effect, or another doubt; inactive means no such curve, though single readings can be large; an effect the other way counts as inactive or inconclusive. Not a hit list (roughly 22% active in at least one column).

Start of the data: the first 2 compounds, to show the layout:
no.	mol	LmPK inhibitor	Pf growth 96h	Pf growth 48h	Cycloheximide cs	Tb PYK inh	AmpC no deterg	Shiga inhibitor
1	CCOc1cc(N2CCOCC2)c(OCC)cc1NC(=O)COC(=O)C1CCCN1S(=O)(=O)c1ccccc1F (centres undefined)	x	u	-19%	x	-5%	171%[activator]	x
2	O=S(=O)(c1cc(Br)ccc1Br)N1CCCCCC1	0%	9%	u	-2	0%	-25%	-6

Main list, from the first entry:
no.	mol	LmPK inhibitor	Pf growth 96h	Pf growth 48h	Cycloheximide cs	Tb PYK inh	AmpC no deterg	Shiga inhibitor
1	CCOc1cc(N2CCOCC2)c(OCC)cc1NC(=O)COC(=O)C1CCCN1S(=O)(=O)c1ccccc1F (centres undefined)	x	u	-19%	x	-5%	171%[activator]	x
2	O=S(=O)(c1cc(Br)ccc1Br)N1CCCCCC1	0%	9%	u	-2	0%	-25%	-6
3	CC(/C=C/c1ccccc1)=N/NC(=O)c1cccc(Br)c1	2%	u	u	20*	3%	-25%	111
4	CCOC(=O)c1nc(C)[nH]c1C(=O)OCC	2%	u	8%	0	-9%	-13%	-18
5	O=C(Nc1ccc(-n2cnnn2)cc1)C1CCCN1C(=O)NC1CCCCC1 (centres undefined)	-2%	2%	-9%	0	-3%	-19%	-23
6	COc1ccccc1NS(=O)(=O)c1ccc(C)c(C(=O)NCCCN2CCCC2=O)c1	x	u	u	x	3%	3%	x
7	N#Cc1c(NC(=O)CSc2nnc(-c3ccccc3)o2)sc2c1CCCC2	-8%	0%	u	16*	-13%	u	52*
8	CSc1ccccc1OCc1cc(C(=O)NC(C)Cc2cccc(C)n2)no1 (centres undefined)	2%	u	10µM*	49*	2%	123%[activator]	88*
9	COc1ccc(C2(C)NC(=O)N(CC(=O)c3cc(C)n(C4CC4)c3C)C2=O)cc1 (centres undefined)	x	3.7µM*	u	x	-3%	25%	x
10	COc1cc(/C=C/C(=O)OCC(=O)N2CCCc3ccccc32)ccc1OCC#N	x	u	u	x	3%	36%	x
11	O=C(Cc1cccs1)NCCn1ccc2ccccc21	1%	15%	0%	9	1%	0%	26
12	O=C(Nc1ccc(Cl)cc1)C1CCC(=O)N1Cc1ccccc1Cl (centres undefined)	2%	4.7µM*	9.3µM*	-2	3%	50%	-10
13	Cc1cccc(NC(=O)CSc2nccn2Cc2ccco2)c1C	-5%	45%[activator]	26%	18*	5%	-6%	53
14	Cc1ccc2nc(-c3ccncc3)cc(C(=O)N3CCC4(CC3)OCCO4)c2c1	2%	u	-6%	5	6%	-17%	-8
15	Cc1nc(SCc2cccc(F)c2)[nH]c(=O)c1C#N	1%	u	-15%	1	-4%	-28%	-22
16	CC(=O)Nc1ccc(S(=O)(=O)NNC(=O)NC23CC4CC(CC(C4)C2)C3)cc1	-4%	92%[activator]	6%	-3	1%	-7%	34
17	COc1cc(/C=C2\SC(=Nc3ccccc3)NC2=O)cc(Cl)c1O	0%	6.6µM*	0%	2	-8%	-53%	-12
18	COc1ccc(Cl)cc1NC(=O)CN1c2ccccc2CC1C (centres undefined)	-5%	-26%	u	10	8%	-23%	20
19	CN(CC(=O)Nc1ccc(F)cc1)C(=O)CN1C(=O)c2cccc([N+](=O)[O-])c2C1=O	x	u	-11%	x	-2%	-9%	x
20	Nc1nnc(SCc2cn3cc(Cl)ccc3n2)s1	-5%	111%[activator]	125%[activator]	28*	0%	-12%	84*
21	CC1CC(C)CN(CC(=O)N2CCCc3c2c(=O)oc2ccc(OCc4ccccc4)cc32)C1 (centres undefined)	13%	42%[activator]	x	-4	1%	40%	3
22	COC(=O)c1cnc2c(c1C(=O)OC)c(=O)n(C)c(=O)n2C	-1%	15%	14%	-4	-4%	-4%	-9
23	Cc1ccc(-c2nnc(NCc3nc4ccccc4[nH]3)c3ccccc23)cc1S(=O)(=O)N(C)C	1%	u	13µM*	-2	-14%	-5%	-11
24	COC(=O)C1=C(C)NC(=O)NC1c1ccc2ccccc2c1 (centres undefined)	-4%	10µM*	u	2	-16%	-36%	-5
25	Cc1cccc(-n2c(O)c(/C=N/NC(=O)c3ccncc3)c(=O)[nH]c2=O)c1	-3%	16%	12%	-2	1%	-20%	17
26	O=C(NCC(=O)N1CCN(c2ccc(C(F)(F)F)cn2)CC1)c1ccc(Br)o1	x	u	u	x	4%	-4%	x
27	O=c1c2ccccc2nnn1CSc1ccc2c(c1)OCCO2	-26%	i	154%[activator]	52*	-1%	64%[activator]	26*
28	c1ccc(Cn2cc(CN3CCCCO3)c(-c3ccc4c(c3)OCO4)n2)cc1	6%	8%	u	12	2%	60%	6
29	COc1ccc(-c2ccnc3[nH]n(-c4ccccc4)c(=O)c23)cc1	-3%	2%	4%	-2	0%&-20%	-1%	-4
30	CC(=O)NS(=O)(=O)c1ccc(NC(=O)CC23CC4CC(CC(Br)(C4)C2)C3)cc1	1%	40%[activator]	26%	-5	-20%	-3%	-7

Gathered by group: the entries above containing two or more sulfur atoms (2)
no.	mol	LmPK inhibitor	Pf growth 96h	Pf growth 48h	Cycloheximide cs	Tb PYK inh	AmpC no deterg	Shiga inhibitor
7	N#Cc1c(NC(=O)CSc2nnc(-c3ccccc3)o2)sc2c1CCCC2	-8%	0%	u	16*	-13%	u	52*
20	Nc1nnc(SCc2cn3cc(Cl)ccc3n2)s1	-5%	111%[activator]	125%[activator]	28*	0%	-12%	84*

More records follow.
no.	mol	LmPK inhibitor	Pf growth 96h	Pf growth 48h	Cycloheximide cs	Tb PYK inh	AmpC no deterg	Shiga inhibitor
31	CCN(CC)c1ccc(CN2CC=C(c3ccc(F)cc3)CC2)cc1	-4%	71%[activator]	x	-2	-5%	-10%	-4
32	Cc1nn2c3ccccc3n(CC(=O)c3cccs3)c2nc1=O	3%	-3%	26%	-2	1%	-2%	10
33	COc1cc(CN2CCN(c3cccc(Cl)c3)CC2)cc(OC)c1OC	-3%	x	-22%	-2	6%	70%[activator]	1
34	COc1cnn(-c2ccc(C)cc2)c(=O)c1SCc1ccccc1	0%	16%	55%[activator]	38*	-15%	-48%	84*
35	CC(C)NC(=S)Nc1ccc(S(=O)(=O)Nc2ncccn2)cc1	2%	34%[activator]	15%	6	-1%	-23%	-10
36	COc1ccc(-c2nnn(Cc3ccccc3)n2)cc1OC	3%	38%[activator]	-5%	11*	2%	18%	x
37	Cc1ccc(/C=N/NC(=O)c2nnn(-c3nonc3N)c2CN(C)C)s1	7%	u	-22%	-2	5%	8%	-7
38	CC(Sc1ncnc2sccc12)C(=O)Nc1ccc(C(N)=O)cc1 (centres undefined)	-2%	-17%	-12%	1	-21%	-33%	-5
39	CCOc1ccccc1NC(=O)C(=O)NCCC1=CCCCC1	-3%	20%	1%	-7	2%	-25%	26
40	COc1ccc(OC2C(=O)N(Cc3ccc4c(c3)OCO4)C2c2sccc2C)cc1 (centres undefined)	-4%	4.1µM*	u	-1	1%	-16%	-25
41	COc1cc(/C=C2\CCOC2=O)cc(OC)c1OC	-1%	-17%	0%	2	-7%	-9%	-10
42	Cc1cccc(OCC(O)Cn2c(NCCCOC(C)C)nc3c2c(=O)[nH]c(=O)n3C)c1 (centres undefined)	1%	u	u	-3	-2%	-3%	3
43	Cc1ccc(S(=O)(=O)N(C)C)cc1NC(=O)COC(=O)CCC(=O)c1ccc(F)cc1	2%	-2%	17%	-1	0%	14%	-22
44	Cc1sc(NC(=O)C2=COCCO2)nc1-c1ccc(Br)cc1	x	-4%	-20%	x	-2%	0%	x
45	CCOc1ccccc1/C=N/Nc1nc2c(N)ncnc2n1[C@H]1O[C@@H](CO)[C@H](O)[C@@H]1O	-6%	u	u	-2	-7%	-15%	-6
46	COCCN(C(=S)Nc1c(C)cccc1C)C(C)c1cccnc1 (centres undefined)	-1%	2%	-29%	-1	-3%	-5%	2
47	CCOC(=O)C1CCN(C(=O)C(C)Oc2ccc(Br)cc2)CC1 (centres undefined)	2%	-8%	-18%	-3	4%	52%	2
48	COc1ccc(C(=O)Nn2c(CC(C)C)nc3cc(OC)c(OC)cc3c2=O)c(OC)c1	-6%	0%	-5%	-2	-3%	148%[activator]	-8
49	CNC(=O)COC(=O)c1cc(F)c(F)cc1Cl	1%	u	10%	4	-2%	-7%	-8
50	CCOC(=O)c1c(C)[nH]c(C)c1S(=O)(=O)N(C)CC(=O)Nc1ccccc1C	7%	-1%	-4%	-6	3%	16%	9
51	CCOc1cc(/C=C\c2nc(O)c([N+](=O)[O-])c(=O)[nH]2)ccc1OC(C)C	1%	4%	-27%	-3	-8%	-5%	-2
52	Cc1nccn1CCCNCc1c(C(=O)N2CCCCCCC2)nc2ccc(Cl)cn12	5%	u	u	-2	4%	58%	0
53	Cc1ccc(S(=O)(=O)N2CCC(=O)N(CCO)CC2)cc1	-1%	-10%	11%	-4	-3%	0%	-18
54	COc1ccc(-c2nc3ccc(N4CCN(C)CC4)cc3c(=O)[nH]2)cc1	1%	52%[activator]	u	20	0%	-16%	58
55	CCSc1nc(-c2cccs2)nc2ccccc12	6%	42%[activator]	-27%	5	-9%	-33%	1
56	Cc1ccc(S(=O)(=O)N(C)Cc2ccc(C(=O)NN=C3C4CC5CC(C4)CC3C5)cc2)cc1	0%	u	u	0	7%	-28%	-10
57	CCC(CC)C(=O)Nc1cc(C)c2c(=O)oc3ccccc3c2n1	0%	-42%	x	4	-4%	-20%	-2
58	Cc1ccc(S(=O)(=O)N(C)C)cc1NC(=O)c1ccc(-n2cncn2)c([N+](=O)[O-])c1	x	-8%	-1%	x	-3%	-10%	x
59	CS(=O)(=O)c1ccc(Cl)c(NC(=O)C2CC(=O)N(Cc3ccco3)C2)c1 (centres undefined)	x	54%[activator]	3%	x	-12%	-10%	x
60	COC(=O)C1=C(C)Nc2nc3ccccc3n2C1c1cc(OC)c(OC)c(OC)c1 (centres undefined)	2%	u	1.9µM*	-3	4%	115%[activator]	-5
61	CCOCCCNC(=O)C1c2ccccc2Oc2ccccc21	-4%	-30%	4%	-2	-14%	94%[activator]	-5
62	Nc1c(/C=C2\C=Nc3ccccc32)c(=O)nc2sc(CC(=O)N3CCOCC3)nn12	11%	-1%	-17%	-3	5%	4%	9
63	Cc1ccc(S(=O)(=O)NCCOC(=O)Nc2sc(=S)n(C)c2C)cc1	5%	6%	x	-3	0%	-34%	-5
64	CCCC[C@H]1COCCS(=O)(=O)N1Cc1cccc(Cl)c1	5%	u	0%	0	-10%	68%[activator]	-1
65	N#CCSc1nnc(-c2cnccn2)n1Cc1ccccc1	3%	5%	-13%	-3	0%	-7%	-4
66	COc1ccc(C2NC(=S)NC(C)=C2C(=O)Nc2ccccn2)cc1OC (centres undefined)	-1%	12%	7%	-4	0%	-28%	-20
67	Cc1ccc(C(CC(=O)c2ccco2)SCCO)cc1 (centres undefined)	-17%	9%	17%	38*	0%	-4%	72*
68	COC(=O)c1cc(COc2ccc3oc(C)c(C(=O)OC(C)C)c3c2)c(C)o1	12%	0%	x	11	-2%	-13%	2
